XBP1 UPR activ = activators of adaptive arm of unfolded protein response (XBP1); actives 0.33% (n = 330,000); CHO-XBP1 luciferase reporter, IRE1-XBP1 UPR activation, luminescence; percent of tunicamycin response, DMSO as zero; activation, % at 20 µM;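 active = versus positive control, 20 µM dose yields 30% or more activation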;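 note: 100% = tunicamycin at 10 µg/mL and 0% = DMSO only wells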
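Assay system: CHO-XBP1 luciferase reporter cells; Schedule: 6 h treatment, 37 °C; Detection: glow luminescence from Steady-Glo reagent; Benchmarks: high control tunicamycin 10 µg/mL final, low control DMSO vehicle only.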
tim23-1 inh = tim23-1 yeast growth inhibition; S. cerevisiae tim23-1 growth, BacTiter-Glo luminescence, 24 h; inhibition, % at 20 µM; actives 1.3% (n = 330,000);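 active = growth inhibition of the mutant yeast at or above 50%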;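 note: temperature-sensitive mutant grown at 25 °C; plate controls were DMSO-treated mutant yeast for no effect and medium wells lacking yeast for full effect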
tim10-1 inh = inhibits growth of tim10-1 mutant yeast. S. cerevisiae tim10-1 ts strain growth, BacTiter-Glo, 24 h. inhibition, % at 20 µM. actives 2.2% (n = 330,000). AID 463190;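 active = inhibition of at least 40%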;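 note: mutant grown at 25 °C; 0% = DMSO wells with yeast and 100% = wells holding no yeast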
APJ ag = agonists of human APJ apelin receptor. CHO-K1 APJ PathHunter beta-arrestin, luminescence; 0% DMSO wells, 100% apelin. activation, % at 20 µM. actives 0.11% (n = 330,000). P35414;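 active = activation more than six SD over the plate average, tested at 20 µM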;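 note: 0% = DMSO alone and 100% = apelin-13 at 10 nM; some results filed as inactive read as strong as hits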
Target sequence (P35414 whole entry, looked up): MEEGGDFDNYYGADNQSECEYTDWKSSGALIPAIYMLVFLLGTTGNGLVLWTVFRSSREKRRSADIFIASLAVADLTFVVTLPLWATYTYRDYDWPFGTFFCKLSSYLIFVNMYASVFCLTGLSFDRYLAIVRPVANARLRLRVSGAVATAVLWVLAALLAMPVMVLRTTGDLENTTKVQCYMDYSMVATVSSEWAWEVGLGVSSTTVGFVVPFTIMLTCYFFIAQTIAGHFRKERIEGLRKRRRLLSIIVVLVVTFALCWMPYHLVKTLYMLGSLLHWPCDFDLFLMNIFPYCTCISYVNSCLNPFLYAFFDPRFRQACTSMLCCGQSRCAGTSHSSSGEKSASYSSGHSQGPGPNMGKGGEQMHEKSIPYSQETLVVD
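Test system: CHO-K1 APJ beta-arrestin complementation cell line | Compound: Single test compound dose, 20 µM final, 1% DMSO | Incubation: Compound 90 min 25 °C, reagent 1 h | Measured by: beta-gal luminescence | Read-out basis: APJ–arrestin association signal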
TIM10 inh = TIM10 yeast growth inhibition; S. cerevisiae TIM10 strain growth, BacTiter-Glo luminescence, 24 h; inhibition, % at 10 µM; actives 1.4% (n = 330,000); AID 463195;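 active = inhibition of 40% or more at the single tested concentration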;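 note: wild-type TIM10 isogenic control strain grown at permissive 25 °C; 0% = DMSO yeast wells and 100% = minimal medium wells without yeast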
Mdm2 MdmX PPI = human Mdm2/MdmX binding inhibition. O15151+Q00987. SaOS-2 split-luciferase Mdm2/MdmX complementation, luminescence. inhibition, % at 8 µM. actives 3% (n = 330,000). AID 485346;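 active = inhibition of at least 50% at 8 µM in the primary screen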
NLRP3 yeast inh = blocks the NALP3 inflammasome reconstituted in yeast. Yeast reconstituted NLRP3/ASC/caspase-1, beta-gal luminescence, 24 h. AID 2825. actives 0.39% (n = 330,000). inhibition, % at 10 µM;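 active = inhibition of 50% or more; inactive = inhibition below 50%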;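 note: plate controls were induced DMSO wells for no effect and uninduced yeast grown without galactose for full effect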
GRIN3A LBD mod = NR3A (human) ligand-binding domain modulation. NR3A LBD differential scanning fluorimetry, Tm shift; 0% = protein alone, 100% = glycine-bound protein. Tm shift relative to glycine control, % at 25 µM. actives 2.5% (n = 340,000);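 active = melting temperature shift of at least 10% of the positive control shift, at one fixed dose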
CHOP UPR activ = apoptotic UPR (CHOP) activation. CHO-CHOP luciferase reporter, luminescence; percent of tunicamycin response over DMSO baseline. activation, % at 10 µM. actives 0.34% (n = 330,000);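 active = at 10 µM dose, activation of 40% or more, normalized to positive control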;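 note: 100% = tunicamycin at 10 µg/mL and 0% = DMSO alone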
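measured by = luciferase luminescence | assay system = CHO-CHOP cells, stable luciferase reporter of PERK-eIF2a-CHOP signalling | amount = 500 reporter cells seeded per well | timing = 6 h compound exposure at 37 °C after overnight seeding | controls = positive tunicamycin 10 µg/mL, negative DMSO alone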
The depositor's hits bear a star; / = not tested or not shown.

SMILES	XBP1 UPR activ	tim23-1 inh	tim10-1 inh	APJ ag	TIM10 inh	Mdm2 MdmX PPI	NLRP3 yeast inh	GRIN3A LBD mod	CHOP UPR activ
Cc1cccc(-n2c(SC(C)C(=O)O)nc3sc4c(c3c2=O)CCCC4)c1 (stereo unspecified)	-3	7	14	-4	-2	11	14	1	1.2
CCC(=O)c1ccccc1OCCN1CCN(Cc2ccccc2)CC1	-1	12	3	-2	-10	33	10	-1	-0.8
CC1CCN(C(=O)CCN2C(=O)C3C4C=CC(C4)C3C2=O)CC1 (stereo unspecified)	-3	6	-7	4	7	-19	-2	0	0.7
COc1cc(NC(=O)CN2C(=O)NC(C)(CCC(C)C)C2=O)cc(OC)c1 (stereo unspecified)	-2	-1	14	5	-12	-3	-5	-1	-0.3
COc1ccc(C)cc1NC(=S)N1CCOCC1	-3	8	9	-4	10	3	2	-1	1.4
Cn1c(=O)c2c(ncn2CC(=O)OCc2ccccc2)n(C)c1=O	-1	-9	0	0	-10	5	12	0	-0.4
COc1cccc(CN(C)CC(=O)Nc2ccccc2C(C)C)c1	-5	15	25	-5	-1	8	-4	0	-0.8
CC(C)(C)OC(=O)N1Cc2cc3ccccc3nc2C1CO (stereo unspecified)	-1	9	6	-2	-6	-4	18	-8	-1.0
Cc1ccc(-c2ccc(=O)n(CC(=O)N3CCN(c4cc(Cl)ccc4C)CC3)n2)cc1	-1	37	43*	-4	13	29	5	0	-1.0
Cc1ccc(Cc2cnc(NC(=O)/C(C#N)=C/c3ccc(-c4cccc([N+](=O)[O-])c4)o3)s2)cc1	131*	-2	11	-8	-9	98*	19	-1	73*
COC(=O)[C@H](CC(C)C)NC(=O)Nc1cccc(Br)c1	-2	9	28	-3	-6	6	14	-1	-2.1
COc1ccc(C(C(=O)NCC2CCCO2)N(Cc2cccs2)C(=O)c2snc(C(N)=O)c2N)cc1OC (stereo unspecified)	-1	17	26	2	-5	-42	10	-2	0.1
COc1ccc(CC(=O)OCC(=O)Nc2ccc3c(c2)OCO3)cc1OC	-3	0	-3	2	4	-21	9	-3	-0.1
NS(=O)(=O)c1ccc(Nc2ncccc2[N+](=O)[O-])cc1	2	-9	16	2	13	-18	3	-2	-1.1
Cc1cc(C(=O)OCC(=O)Nc2ccc(F)c(F)c2)c(C)o1	0	23	-16	0	5	12	37	2	-3.3
COc1cc(/C=C(\C#N)c2nc(-c3cc4ccccc4oc3=O)cs2)ccc1O	3	7	15	-9	18	58*	23	8	1.7
CCCCCN1C(=O)Cn2c(nc3ccccc3c2=O)C1C (stereo unspecified)	2	6	10	-4	2	3	7	-4	-1.9
CC(C)(Oc1ccc(Cl)cc1)C(=O)Nc1cccc(S(=O)(=O)NC2=NCCC2)c1	2	6	9	-3	1	8	11	1	0.9
Cc1cc(C(=O)N/N=C/c2cccc([N+](=O)[O-])c2O)n[nH]1	2	27	24	-9	13	15	17	2	-2.3
COc1ccc(F)c(CN2CCCC(CO)(Cc3cccc(Cl)c3)C2)c1 (stereo unspecified)	-2	14	9	3	0	19	15	0	0.4
CCCOC(=O)NC1CCS(=O)(=O)C1 (stereo unspecified)	-4	20	11	4	-9	-2	7	7	-1.2
COc1ccc(S(=O)(=O)N2CCCC(C(=O)Nc3ccc(NC(=O)c4ccccn4)cc3)C2)cc1 (stereo unspecified)	2	10	-6	8	-11	-15	-4	1	1.1
COc1ccccc1CNC(=O)/C(C#N)=C/c1ccc(OC)c(OC)c1OC	-2	53*	46*	-3	24	31	14	-1	-1.3
COC/C=C/C1=CC2=CC(=O)C(C)(OC(=O)c3cnc4ccccc4n3)C(=O)C2=CN1CCc1ccccn1 (stereo unspecified)	-5	0	-15	13	-2	8	0	/	2.2
CC(C)OC(=O)CSc1nnc(Cc2ccccc2)n1Cc1ccco1	-2	23	10	-1	22	-16	12	-1	-1.5

3 entries out of the list, arranged by SMILES length, descending:
SMILES	XBP1 UPR activ	tim23-1 inh	tim10-1 inh	APJ ag	TIM10 inh	Mdm2 MdmX PPI	NLRP3 yeast inh	GRIN3A LBD mod	CHOP UPR activ
COc1cc(/C=C(\C#N)c2nc(-c3cc4ccccc4oc3=O)cs2)ccc1O	3	7	15	-9	18	58*	23	8	1.7
Cn1c(=O)c2c(ncn2CC(=O)OCc2ccccc2)n(C)c1=O	-1	-9	0	0	-10	5	12	0	-0.4
CC(C)OC(=O)CSc1nnc(Cc2ccccc2)n1Cc1ccco1	-2	23	10	-1	22	-16	12	-1	-1.5

Next section
SMILES	XBP1 UPR activ	tim23-1 inh	tim10-1 inh	APJ ag	TIM10 inh	Mdm2 MdmX PPI	NLRP3 yeast inh	GRIN3A LBD mod	CHOP UPR activ
CCOC(=O)c1c(C)c(C(=O)NCCc2ccc(S(N)(=O)=O)cc2)c(C)n1CC	-4	13	-2	-1	3	-15	10	2	-0.1
Cc1ccc2c(COC(=O)c3ccc(NC(=O)CC#N)cc3)cc(=O)oc2c1C	12	4	8	2	12	-17	7	-1	2.6
CON(C)C(=O)CCN(C(=O)OC(C)(C)C)c1ccccc1	-2	15	5	-5	1	-17	-10	-3	0.4
COc1ccc(Cc2nnc(SCc3nc4ccccc4c(=O)[nH]3)n2C)cc1	-1	26	20	4	27	11	5	0	0.9
CN(CC(=O)Nc1ccc(Cl)c(C(F)(F)F)c1)C(=O)c1cccnc1Sc1ccccc1	-3	18	25	-3	10	13	21	-10	-1.8
CC1(C)CC(C(CC(=O)Nc2nccs2)c2ccccc2)CCO1 (stereo unspecified)	0	8	19	-3	12	16	-22	2	0.6
CCC(C)NC(=O)C1c2ccccc2C(=O)N1Cc1ccccc1OC (stereo unspecified)	3	8	10	-1	5	11	9	2	-0.9
COc1ccc([C@H]2CC(=O)C=C(c3ccc(OC(F)(F)F)cc3)C2)cc1OC	0	30	25	-2	12	-6	7	3	-0.3
Cc1cccc(NC(=O)c2cccc(S(=O)(=O)NCc3ccccc3)c2)n1	0	22	18	14	5	-36	18	2	-1.3
COC(=O)c1cc2n(n1)CCN(Cc1ccccc1Cl)C2=O	-2	5	1	-2	5	-13	31	-3	-0.2
CC1(C)CC(NC(=O)COc2ccccc2Cl)CC(C)(C)N1	-1	-2	5	-1	9	39	-16	-1	-2.7
CCN1CCN(C(c2cccs2)C(C)NC(=S)Nc2cc(C)ccc2C)CC1 (stereo unspecified)	-5	7	13	0	-1	6	4	0	-2.1
COC(=O)CNC(=O)CCc1nnc(C2(c3ccc(Cl)cc3)CCC2)o1	2	1	7	-4	3	-16	0	-1	3.2
COCCNC(=O)c1cnn2c(C(F)(F)F)cc(-c3ccc4c(c3)OCO4)nc12	-2	-1	13	-2	15	13	9	-5	-0.5
CCC1(C)Cc2ccccc2-c2nc(SC)[nH]c(=O)c21 (stereo unspecified)	17	29	2	-2	-9	38	24	-3	3.8
CC(CC(=O)O)CC(=O)Nc1ccccc1C(=O)O (stereo unspecified)	-1	-1	-5	-5	-4	12	-11	3	-2.6
Cc1ccc(C)c(Cn2nnc3c(=O)[nH]c(C(=O)Nc4ccc(F)cc4)nc32)c1	0	39	33	-4	-3	-12	-3	-11	-0.5
COCCNc1c(-c2ccc(OC)c(OC)c2)nc2ccc(Cl)cn12	-2	28	32	0	30	20	9	-1	0.2
COc1ccc(CNC(=S)Nc2ccc(OC)cc2)cc1	-1	5	8	-2	5	-27	5	5	1.5
Cc1cccc(S(=O)(=O)C(C#N)c2nc3ccccc3nc2N2CCOCC2)c1 (stereo unspecified)	0	30	16	2	4	-31	7	-6	0.3
O=C(Nc1ccc(Br)cn1)C1CCCN1S(=O)(=O)c1ccccc1 (stereo unspecified)	-7	0	-6	-1	4	-2	2	0	-0.4
COCCNC(=O)c1cc(-c2ccc(Cl)c(Cl)c2)on1	2	13	-15	-1	-22	-22	-3	-11	4.7
COc1cc(O)c(CC=C(C)C)c(O)c1C(=O)CCc1ccc(O)cc1	4	35	38	1	26	55*	14	19*	4.5
CCOC(=O)COc1cccc2c(=O)n(CC(=O)N3CCCCC3)ccc12	-1	7	-12	0	-18	3	-10	0	1.0
CCCCN(C(=O)CSc1nnc(-c2ccc(OC)cc2)n1C(C)C)c1c(N)n(Cc2ccccc2)c(=O)[nH]c1=O	1	-4	6	2	10	-18	23	-3	1.5
(further entries)
SMILES	XBP1 UPR activ	tim23-1 inh	tim10-1 inh	APJ ag	TIM10 inh	Mdm2 MdmX PPI	NLRP3 yeast inh	GRIN3A LBD mod	CHOP UPR activ
CCOC(=O)N1CCN(C2=C(NS(=O)(=O)c3ccccc3)C(=O)c3ccccc3C2=O)CC1	-8	34	55*	12	25	-11	15	-1	2.1
COc1ccc(NS(=O)(=O)c2ccc(N3CCOCC3)c(NC(=O)c3ccc(F)cc3)c2)cc1	-2	13	2	1	-1	2	10	-15	3.9
CC(=O)[C@@]12O[C@@H]1C[C@H]1[C@@H]3CC[C@H]4C[C@@H](O)CC[C@]4(C)[C@H]3CC[C@@]12C	-8	10	-12	-2	-9	7	58*	0	0.4
O=C(Nc1ccc(Cl)cc1)C1CCN(C(=O)c2ccco2)CC1	0	-5	-1	0	9	9	18	0	2.5
Oc1ccccc1CNc1nc2ccccc2n1CCN1CCCCC1	-1	14	11	-5	9	24	17	-2	-0.9
CCC1=C2CC[C@H]3C(=O)N(C)C(=O)[C@H]3[C@H]2[C@@]2(Cc3ccccc3)C(=NCC(=O)OC)OC(=O)N2C1=O	-1	9	1	5	-7	12	7	-3	0.1
COC(=O)c1c(C)[nH]c(C)c1C(=O)c1ccccc1Cc1ccccc1	-5	23	12	7	2	10	19	4	0.3
CN(C)c1cc(-c2ccccc2)nc(N)n1	-1	-18	-15	-2	-3	25	10	-1	-1.6
Cc1cccc2[nH]c3c(=O)n(CCN4CCNCC4)cnc3c12	-3	16	10	-1	6	-3	8	-2	0.7
COc1cccc(CNC(=O)CN2C(=O)NC(c3ccccc3)(c3ccccc3)C2=O)c1	-1	8	5	-5	6	10	0	1	1.4
CCCCn1c(=O)[nH]c(=O)c2c1nc(-c1ccc(OCC)cc1)n2CC	-4	-8	1	0	-1	26	18	-1	0.5
Cc1c(C(=O)OCC(=O)N(C)c2ccccc2)oc2ccccc12	-3	56*	49*	-4	36	10	25	5	0.4
CN(Cc1ccccc1)S(=O)(=O)c1ccc(N2CCCC2=O)cc1	1	24	19	-3	6	20	23	4	-0.9
Clc1ccc(NCc2cccnc2)cc1	1	1	7	-5	20	8	20	2	-1.0
O=C(NCc1ccccc1)c1noc2c1CCCCC2	2	10	15	-3	15	-35	26	0	2.1
COc1ccccc1/C=C/C(=O)NCC(=O)N/N=C(/C)c1ccco1	-1	-1	5	-3	10	-2	18	-2	1.9
C=CCn1c(SCC(=O)Nc2ccc(-c3nc4ccc(C)cc4s3)cc2)nnc1-c1ccncc1	4	-23	-11	4	-15	-8	11	0	5.9
CCCn1c(SCC(=O)N2CCCCC2)nnc1-c1ccco1	0	12	-3	7	-6	-21	-9	-1	-1.2
N#CCCN(C(=O)COC(=O)c1ccc(S(=O)(=O)N2CCOCC2)cc1)c1ccccc1	-3	1	-5	-1	-2	11	10	-3	0.7

Compound activity (PubChem BioAssay)
